Source: PubChem BioAssay (Broad Institute)
TcdB GH inh: TcdB glycohydrolase inhibition; TcdB glycohydrolase enzymatic assay, plate reader; AID 652162; P18177; 350,000 compounds, 0.24% hits; inhibition, % at 9.99 µM; in the data active = inhibition above about 10%
The depositor's hits bear a star. These rows are one share of the data; the hit share may differ from the screen's.

mol | TcdB GH inh
C[C@@H]1CCCCO[C@@H](CN(C)Cc2ccccc2)[C@@H](C)CN([C@@H](C)CO)C(=O)c2cc(NC(=O)Nc3ccc(F)cc3)ccc2O1 | 0.3
C[C@H]1CCCCO[C@@H](CN(C)Cc2ccc(C(=O)O)cc2)[C@@H](C)CN([C@@H](C)CO)C(=O)c2cc(NC(=O)Nc3ccccc3)ccc2O1 | -1.1
O=C([C@@H]1[C@@H](CO)[C@@H]2Cn3c(ccc(C4=CCCC4)c3=O)[C@H]1N2)N1CCCCC1 | -0.9
CO[C@@H](CN(C)C(=O)C1CC1)[C@@H](C)CN(C(=O)Nc1ccc(C(F)(F)F)cc1)[C@@H](C)CO | 0.7
O=C(C[C@H]1CC[C@@H]2[C@H](COC[C@@H](O)CN2S(=O)(=O)c2ccc(Cl)cc2)O1)N[C@H]1CCN(Cc2ccccc2)C1 | -0.8
C[C@@H]1CN([C@@H](C)CO)C(=O)c2cccc(NC(=O)C3CCOCC3)c2O[C@@H]1CN(C)C(=O)Nc1ccc(F)cc1 | 0.8
COc1ccc(NC(=O)N(C)C[C@H]2Oc3ncc(-c4ccc(C#N)cc4)cc3C(=O)N([C@@H](C)CO)C[C@@H]2C)cc1 | -1.2
C[C@H](CO)N1C[C@H](C)[C@@H](CN(C)S(=O)(=O)c2ccccc2)Oc2ccc(NC(=O)c3ccncc3)cc2CC1=O | -1.9
O=C(C[C@@H]1C[C@@H]2c3cc(NC(=O)CC4CC4)ccc3O[C@@H]2[C@H](CO)O1)NCc1ccccc1F | 0.6
CCCC(=O)Nc1ccc2c(c1)OC[C@@H](C)N(CC1CCOCC1)C[C@H](C)[C@@H](OC)CN(C)C2=O | -8.4
CCCNC(=O)C[C@H]1CC[C@@H]2[C@H](COc3ccc(NC(=O)CCC)cc3C(=O)N2C)O1 | -0.1
C[C@@H]1CN([C@H](C)CO)C(=O)c2cc(-c3ccc(F)cc3)cnc2O[C@H]1CN(C)CC1CCCC1 | -2.3
O=C(C[C@H]1CC[C@H]2[C@@H](COC[C@H](O)CN2C(=O)c2ccncc2)O1)NCc1cc(F)cc(F)c1 | -0.6
CNC[C@@H]1Oc2ncc(C#Cc3cccc(F)c3)cc2C(=O)N([C@H](C)CO)C[C@@H]1C | -1.4
COCCCNC(=O)[C@@]1(C)c2ccccc2C(=O)N(Cc2ccc(OC(F)(F)F)cc2)[C@H]1c1ccc(CO)cc1 | -0.2

Looked up one by one from above, two records:
mol | TcdB GH inh
CCCNC(=O)C[C@H]1CC[C@@H]2[C@H](COc3ccc(NC(=O)CCC)cc3C(=O)N2C)O1 | -0.1
CCCC(=O)Nc1ccc2c(c1)OC[C@@H](C)N(CC1CCOCC1)C[C@H](C)[C@@H](OC)CN(C)C2=O | -8.4

Carrying on.
mol | TcdB GH inh
COc1cccc(-c2ccc3c(c2)O[C@@H](CN(C)Cc2cccnc2)[C@H](C)CN([C@H](C)CO)S3(=O)=O)c1 | -0.6
Cc1ccccc1-c1ccc([C@@H]2[C@@H](CO)N3CCCCN(C(=O)c4cccnc4)C[C@@H]23)cc1 | -0.8
C[C@@H]1CN([C@@H](C)CO)C(=O)c2cc(NC(=O)Cc3cn(C)c4ccccc34)ccc2O[C@@H]1CN(C)C(=O)NC1CCCCC1 | -3.5
C[C@@H](O)C#Cc1ccc2c(c1)O[C@@H](CN(C)C(=O)C1CCC1)[C@@H](C)CN([C@@H](C)CO)S2(=O)=O | -7.0
Cc1noc(C)c1S(=O)(=O)Nc1ccc2c(c1)C(=O)N([C@H](C)CO)C[C@H](C)[C@H](CN(C)Cc1ccc(Cl)c(Cl)c1)OCCCC[C@@H](C)O2 | 0.5
COc1ccc2c3c(n(C)c2c1)[C@@H](CO)N(C(=O)c1ccc(F)cc1)CC31CN(C(=O)c2ccc(F)cc2)C1 | 0.2
CO[C@H](CN(C)S(=O)(=O)c1ccccc1)[C@@H](C)CN(Cc1ccccc1Cl)[C@H](C)CO | -6.5
CN1c2ccc(-c3ccc(C#N)cc3)cc2[C@@H]2[C@@H](CCN2C(=O)C2CCCCC2)[C@H]1CO | 0.8
COc1cccc(-c2ccc([C@@H]3[C@@H](CO)N4CCCCN(C(=O)c5ccc(F)cc5)C[C@H]34)cc2)c1 | -3.4
COc1ccc(S(=O)(=O)N(C)C[C@@H]2OCCCC[C@H](C)Oc3ccc(N(C)C)cc3C(=O)N([C@@H](C)CO)C[C@H]2C)cc1 | -3.8
COC(=O)[C@@H]1[C@@H](CO)[C@@H]2Cn3c(ccc(-c4cccc(F)c4)c3=O)[C@@H]2N1Cc1ccccn1 | -0.3
C[C@H]1CN([C@@H](C)CO)C(=O)Cc2cc(NC(=O)Cc3cn(C)c4ccccc34)ccc2O[C@@H]1CN(C)C(=O)Nc1cccc2ccccc12 | 0.9
CN1C(=O)c2cc(NC(=O)C3CCOCC3)ccc2OC[C@H]2O[C@H](CC(=O)NCCc3ccncc3)CC[C@H]21 | -1.9
C[C@H](CO)N1C[C@H](C)[C@H](CN(C)S(=O)(=O)c2ccc(F)cc2)Oc2ncc(-c3cccc(C(=O)N(C)C)c3)cc2C1=O | 0.7
C[C@@H]1CN([C@H](C)CO)C(=O)Cc2cc(NC(=O)Cc3ccccc3)ccc2O[C@@H]1CN(C)S(=O)(=O)c1cccs1 | -13

Other structures
mol | TcdB GH inh
CCCN1[C@@H]2c3ccc(-c4ccccc4)c(=O)n3C[C@@H]2[C@@H](CO)[C@@H]1C(=O)N[C@@H](C)c1ccccc1 | 0.4
O=C(Nc1cc(F)ccc1F)N1CCCCN2[C@H](CO)[C@H](c3ccc(-c4ccncc4)cc3)[C@H]2C1 | -0.4
O=C(CN1CCOCC1)NCC[C@@H]1CC[C@H](NC(=O)Nc2ccc(F)cc2)[C@@H](CO)O1 | 1.6
C[C@H]1CN([C@@H](C)CO)C(=O)CCCn2cc(nn2)CO[C@@H]1CN(C)C | -0.4
C[C@@H]1CCCCO[C@H](CN(C)Cc2ccc(C(=O)O)cc2)[C@@H](C)CN([C@H](C)CO)C(=O)c2cc(NC(=O)Nc3ccc4c(c3)OCO4)ccc2O1 | -1.3
CC(C)NC(=O)N(C)C[C@@H]1OCCCC[C@@H](C)Oc2ccc(NC(=O)Cc3ccccc3)cc2C(=O)N([C@@H](C)CO)C[C@@H]1C | 0.4
C[C@@H]1CN([C@H](C)CO)C(=O)c2cc(C#CC3CCCC3)cnc2O[C@H]1CN(C)C(=O)c1ccncc1 | 1.6
C[C@@H]1CN([C@@H](C)CO)C(=O)c2cc(NC(=O)Nc3ccc(F)cc3)ccc2O[C@H]1CN(C)S(=O)(=O)c1ccc(F)cc1 | 2.7
O=C(Cc1ccccc1)N[C@H]1CC[C@H](CC(=O)N2CCCCC2)O[C@H]1CO | 1.5
C[C@H]1CN([C@@H](C)CO)C(=O)c2cccc(NC(=O)NC3CCCCC3)c2O[C@H]1CN(C)CC1CCCCC1 | 0.6
CC(C)NC(=O)Nc1ccc2c(c1)C(=O)N([C@@H](C)CO)C[C@@H](C)[C@H](CN(C)S(=O)(=O)c1ccc(Cl)cc1)O2 | 0.6
C[C@@H]1CCCCO[C@H](CN(C)C(=O)Nc2ccc(F)cc2)[C@H](C)CN([C@@H](C)CO)C(=O)c2cc(NS(=O)(=O)c3ccccc3)ccc2O1 | -0.3
C[C@@H]1CCCCO[C@@H](CN(C)C(=O)Nc2ccccc2)[C@H](C)CN([C@@H](C)CO)C(=O)c2cc(NC(=O)Nc3ccc(F)cc3)ccc2O1 | -0.4
O=C(C1CCCC1)N1CC[C@@H]2[C@H]1c1cc(C3=CCCCC3)ccc1N[C@@H]2CO | -0.2
C/C=C/c1ccc2c(c1)O[C@@H](CN(C)Cc1cncnc1)[C@@H](C)CN([C@@H](C)CO)S2(=O)=O | -0.4

Later entries
mol | TcdB GH inh
C[C@@H]1CN([C@@H](C)CO)C(=O)Cc2cc(NC(=O)CCCCCC(=O)Nc3ccccc3N)ccc2O[C@@H]1CN(C)S(=O)(=O)c1cn(C)cn1 | 0.1
C/C=C/c1ccc2c(c1)O[C@H](CN(C)C(=O)Nc1ccc(OC)cc1)[C@H](C)CN([C@@H](C)CO)S2(=O)=O | 0.0
CC(C)NC(=O)N(C)C[C@@H]1Oc2ccc(N(C)C)cc2C(=O)N([C@H](C)CO)C[C@@H]1C | -2.6
CCS(=O)(=O)Nc1ccc2c(c1)C(=O)N(C)C[C@H](OC)[C@@H](C)CN(C(=O)C1CCC1)[C@H](C)CO2 | -0.2
C[C@H](CO)N1C[C@H](C)[C@@H](CN(C)C(=O)c2ccccc2)Oc2ncc(C#C[C@@H](C)O)cc2C1=O | -0.5
C[C@H](CO)N1C[C@H](C)[C@@H](CN(C)C)OCCCC[C@H](C)Oc2ccc(NC(=O)NC3CCCCC3)cc2C1=O | -1.2
C/C=C/c1cnc2c(c1)C(=O)N([C@@H](C)CO)C[C@H](C)[C@@H](CN(C)C(=O)C1CCOCC1)O2 | 1.3
C[C@@H]1CN([C@@H](C)CO)C(=O)Cc2cc(NS(=O)(=O)c3ccc(F)cc3)ccc2O[C@H]1CN(C)Cc1ccc(Oc2ccccc2)cc1 | -0.7
O=C(O)[C@H]1[C@H](CO)[C@H]2Cn3c(ccc(-c4ccncc4)c3=O)[C@@H]1N2C(=O)C1CCC1 | -1.9
CCCN(C)C[C@@H]1Oc2ncc(C#CC3CCCCC3)cc2C(=O)N([C@@H](C)CO)C[C@H]1C | -0.7
C/C=C/c1ccc2c(c1)[C@H]1[C@H](CCN1C(=O)c1ccc3c(c1)OCO3)[C@H](CO)N2 | 1.8
C[C@@H]1CN([C@H](C)CO)S(=O)(=O)c2ccc(C#CC3CCCC3)cc2O[C@@H]1CN(C)CC1CC1 | 1.1
COc1ccc2c3c([nH]c2c1)[C@H](CO)N(C(=O)c1cnccn1)CC31CCN(S(C)(=O)=O)CC1 | 0.0
CCCN(C)C[C@H]1OCCCC[C@@H](C)Oc2ccc(NC(=O)Nc3ccc(C(F)(F)F)cc3)cc2C(=O)N([C@@H](C)CO)C[C@H]1C | -0.4
C[C@H](CO)N1C[C@H](C)[C@@H](CN(C)S(C)(=O)=O)Oc2ncc(C#CCN(C)C)cc2C1=O | 0.4

Another view of some results above.
CCCN(C)C[C@@H]1Oc2ncc(C#CC3CCCCC3)cc2C(=O)N([C@@H](C)CO)C[C@H]1C
  TcdB GH inh: -0.7

C/C=C/c1ccc2c(c1)[C@H]1[C@H](CCN1C(=O)c1ccc3c(c1)OCO3)[C@H](CO)N2
  TcdB GH inh: 1.8

COc1ccc2c3c([nH]c2c1)[C@H](CO)N(C(=O)c1cnccn1)CC31CCN(S(C)(=O)=O)CC1
  TcdB GH inh: 0.0

C/C=C/c1ccc2c(c1)O[C@H](CN(C)C(=O)Nc1ccc(OC)cc1)[C@H](C)CN([C@@H](C)CO)S2(=O)=O
  TcdB GH inh: 0.0

Following part:
mol | TcdB GH inh
C[C@H](CO)N1C[C@H](C)[C@@H](CN(C)S(=O)(=O)c2cn(C)cn2)Oc2ccc(NC(=O)NC3CCCCC3)cc2CC1=O | -6.2
O=C(C[C@H]1C[C@H]2c3cc(NC(=O)Nc4ccccc4F)ccc3O[C@H]2[C@@H](CO)O1)NCc1ccccn1 | -2.1
CN1C(=O)c2cc(NC(=O)C3CC3)ccc2OC[C@@H]2O[C@@H](CC(=O)NCCc3ccncc3)CC[C@H]21 | 0.0
C[C@H](CO)N1C[C@H](C)[C@@H](CN(C)Cc2cccnc2)Oc2ncc(-c3ccccc3)cc2C1=O | 0.5
CO[C@H]1CN(C)C(=O)c2ccc(NC(=O)C3CC3)cc2OC[C@@H](C)N(C(=O)c2cnccn2)C[C@H]1C | 0.9
C[C@@H]1CN([C@@H](C)CO)C(=O)c2cccc(NC(=O)c3ccc(-c4nccs4)cc3)c2O[C@@H]1CN(C)S(=O)(=O)c1cn(C)cn1 | 1.2
C[C@H](CO)N1C[C@H](C)[C@@H](CN(C)C(=O)c2ccc3c(c2)OCO3)Oc2cc(-c3ccncc3)ccc2S1(=O)=O | -0.5
COc1cccc(-c2ccc3c(c2)[C@H]2[C@H](CCN2S(=O)(=O)c2ccccc2C)[C@@H](CO)N3)c1 | 0.0
Cc1cccc(-c2ccc([C@@H]3[C@H](CO)N4C(=O)CN(C(=O)c5cccnc5)C[C@@H]34)cc2)c1 | 1.6
C[C@H](CO)N1C[C@H](C)[C@H](CN(C)C(=O)Nc2ccccc2)Oc2ccc(NC(=O)CCN3CCOCC3)cc2C1=O | 0.2
C[C@@H]1CN([C@H](C)CO)S(=O)(=O)c2ccc(C#CC3CCCC3)cc2O[C@@H]1CN(C)Cc1cccnc1 | -4.0
CN(C)CC(=O)N1CCCCN2[C@H](CO)[C@H](c3ccc(/C=C/c4ccccc4)cc3)[C@@H]2C1 | 1.4
O=C(Nc1nccs1)[C@H]1[C@H](CO)[C@H]2Cn3c(cccc3=O)[C@H]2N1C(=O)C1CCCCC1 | -0.6
C[C@@H]1CN([C@@H](C)CO)C(=O)c2cc(NC(=O)Nc3cccc4ccccc34)ccc2O[C@@H](C)CCCCO[C@H]1CN(C)C(=O)Nc1cccc2ccccc12 | -0.9
CC(C)OC(=O)N(C)C[C@H]1OCc2ccccc2-c2c(n(C)c3ccccc23)C(=O)N([C@H](C)CO)C[C@H]1C | 1.9

(further entries)
mol | TcdB GH inh
COc1ccccc1CN(C)C[C@@H]1OCc2ccccc2-c2c(n(C)c3ccccc23)C(=O)N([C@@H](C)CO)C[C@@H]1C | -0.6
CC(=O)N1CC2(C1)[C@H](c1ccccc1)[C@H](CO)N2S(=O)(=O)c1ccccc1 | -2.2
CN1C(=O)c2cc(NS(=O)(=O)c3cccc(F)c3)ccc2OC[C@H]2O[C@H](CC(=O)NCCN3CCCCC3)CC[C@H]21 | 0.8
C[C@@H]1CN([C@@H](C)CO)C(=O)Cc2cc(NC(=O)CCN3CCOCC3)ccc2O[C@@H]1CN(C)Cc1ccc(Cl)c(Cl)c1 | 0.9
CC(=O)N1C[C@@H]2[C@H](c3ccccc31)[C@@H](CO)N2C(=O)CC1CC1 | 1.1
